Assay outcomes from PubChem.
Cardio protect = myocardial damage modulation in H9c2 cells; H9c2 cardiomyocytes, H2O2 injury protection, ATPLite, 2 h; protection from H2O2 cell death, % at 20 µM; hit rate 0.63% among 360,000; AID 588492;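 active means compounds giving at least 50% protection of heart cells from peroxide-induced death in the single-dose screen, raw or plate-pattern-corrected value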;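 further: 0% = DMSO wells with peroxide and 100% = DMSO wells without peroxide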
TLR9-MyD88 block = inhibitors of human TLR9-MyD88 binding. Q9NR96+Q99836. CHO BLA complementation TLR9-MyD88, CCF4 FRET ratio. inhibition, % at 4.98 µM. hit rate 0.21% among 340,000. AID 504734;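 active means inhibition above the mean over all tested compounds plus 3 SD, cut at about 21% in these data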;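 further: 0% = DMSO only wells and 100% = clavulanate BLA inhibitor control wells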
MC4R ag barr = agonists of human melanocortin 4 receptor (MC4R) beta-arrestin. activation, % at 8.9 µM. U2OS MC4R beta-arrestin complementation, luminescence; percent of melanotan II response, DMSO zero. AID 540308. hit rate 0.98% among 360,000;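 active means activation above a per-plate cutoff, the mean activation of sample wells on that plate plus 3 SD, cut at about 8% in these data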
NCOA2 inhibitor = human SRC2 (NCOA2) inhibition | HEK293 GAL4-SRC2 luciferase reporter, luminescence | inhibition, % at 9 µM | Q15596 | hit rate 0.17% among 370,000 | AID 651957;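 active means inhibition above the mean inhibition of all tested compounds plus 3 SD, set per campaign, cut at about 52% in these data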;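 further: 0% = DMSO treated cells and 100% = cells given Gossypol at 36 µM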
Glyco luc inh = N-linked glycosylation inhibition | D54 ERlucT glycosylation luciferase reporter, 24 h; percent of 100 nM tunicamycin response | reporter increase, % at 12.5 µM | hit rate 0.23% among 360,000 | AID 588692;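 active means mean luciferase reporter signal, scaled so untreated is 0 and the glycosylation-blocking control 100, at or above a set limit in every replicate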;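 further: luciferase carries N-glycosylation sites so blocking glycosylation raises the light; 0% = median of neutral control wells and 100% = median of 100 nM tunicamycin wells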
ABHD5-PLIN5 inh = ABHD5-PLIN5 protein interaction inhibition. Q00G26+Q8WTS1. Split G. princeps luciferase complementation, luminescence, 4 h. inhibition, % at 4 µM. hit rate 0.78% among 360,000. AID 602281;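 active means inhibition above the mean inhibition across every tested compound plus 3 SD, cut at about 22% in these data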;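 further: 0% = DMSO only wells and the 100% control is not disclosed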
MC4R antagonist = blocks human MC4R cAMP signaling. inhibition, % at 6.5 µM. MC4R-expressing cells, MTII-stimulated cAMP, LANCE TR-FRET. hit rate 0.48% among 360,000;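 active means inhibition above its plate's cutoff, the mean of tested wells on that plate plus 3 SD, cut at about 29% in these data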;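 further: 0% = Melanotan II alone and 100% = Melanotan II plus saturating MCL0020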
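Assay system: human MC4R-expressing U2OS cells; reagent: Melanotan II stimulation of cells; dosing: 6.5 µM single dose; timing: compound 30 min, challenge 1 h, detection 1 h; signal: TR-FRET cAMP assay; replicates: one well per compound, no replicates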
HTR2A ag = agonists of mouse serotonin 5-HT2A receptor (HTR2A); P35363; CHO-K1 mHTR2A beta-arrestin complementation, luminescence; percent of 30 µM serotonin response; activation, % at 7.6 µM; AID 624169; hit rate 0.66% among 360,000;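 active means activation above a run cutoff, the mean activation of all tested compounds plus 3 SD, cut at about 14% in these data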;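 further: 0% = plate median of compound wells and 100% = 30 µM serotonin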
NOD2 RIPK2 PPI = blocks binding of human NOD2 to RIPK2. O43353. CHO BLA complementation NOD2-RIPK2, CCF4 ratio. inhibition, % at 4.98 µM. hit rate 0.38% among 360,000. AID 624267; in the data active means inhibition above about 21%;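 further: 0% = vehicle only and 100% = reference blocker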
ABCB6 inh 2 = blocks the human ABCB6 transporter; AID 602162; hit rate 0.19% among 360,000; K562-ABCB6 porphyrin accumulation, flow cytometry, 1 h; hits give low values; fluorescence ratio to DMSO, % at 10 µM; Q9NP58;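 active means fluorescence ratio to DMSO below 75%, the collection mean minus 3 SD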;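 further: signal is porphyrin accumulated inside mitochondria; 100% equals median channel fluorescence of DMSO control wells; lower ratio means ABCB6 inhibition with less porphyrin fluorescence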
Target sequence (Q9NP58 whole entry, looked up): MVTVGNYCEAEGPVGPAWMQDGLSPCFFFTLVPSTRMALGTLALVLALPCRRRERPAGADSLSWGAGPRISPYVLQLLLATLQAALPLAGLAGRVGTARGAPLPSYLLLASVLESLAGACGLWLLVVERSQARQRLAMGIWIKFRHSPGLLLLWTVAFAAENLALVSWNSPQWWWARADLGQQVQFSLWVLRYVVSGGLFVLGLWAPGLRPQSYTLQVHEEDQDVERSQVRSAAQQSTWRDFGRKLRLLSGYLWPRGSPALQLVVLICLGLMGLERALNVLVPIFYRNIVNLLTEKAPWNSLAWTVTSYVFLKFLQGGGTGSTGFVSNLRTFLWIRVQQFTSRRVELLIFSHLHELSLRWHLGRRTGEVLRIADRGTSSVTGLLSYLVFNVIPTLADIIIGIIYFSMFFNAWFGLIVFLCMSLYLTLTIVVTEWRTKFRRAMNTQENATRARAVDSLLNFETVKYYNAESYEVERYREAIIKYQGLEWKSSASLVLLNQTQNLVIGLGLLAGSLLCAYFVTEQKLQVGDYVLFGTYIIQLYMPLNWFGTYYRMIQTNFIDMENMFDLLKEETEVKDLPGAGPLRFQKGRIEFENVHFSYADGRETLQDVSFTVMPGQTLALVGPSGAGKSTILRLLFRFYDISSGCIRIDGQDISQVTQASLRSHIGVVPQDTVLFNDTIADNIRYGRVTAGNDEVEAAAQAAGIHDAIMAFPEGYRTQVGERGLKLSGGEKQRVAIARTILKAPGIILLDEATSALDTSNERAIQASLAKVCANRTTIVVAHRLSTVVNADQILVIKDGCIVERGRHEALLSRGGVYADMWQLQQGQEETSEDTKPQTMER
Numbers without * were called inactive. A portion of the library, so the mix of outcomes need not match the whole.

What do the screens show for `COc1ccc(C(=O)NC(=S)Nc2cc3oc4ccccc4c3cc2OC)cc1`?
Cardio protect: -8; TLR9-MyD88 block: -1; MC4R ag barr: 3.3; NCOA2 inhibitor: -19; Glyco luc inh: 2; ABHD5-PLIN5 inh: -7; MC4R antagonist: 9; HTR2A ag: 4; NOD2 RIPK2 PPI: 1; ABCB6 inh 2: 108

What do the screens show for `CCOc1ccc(C(C)(C)C)cc1S(=O)(=O)n1nc(C)cc1C`?
Cardio protect: 4; TLR9-MyD88 block: -1; MC4R ag barr: -0.2; NCOA2 inhibitor: 11; Glyco luc inh: -1; ABHD5-PLIN5 inh: -4; MC4R antagonist: 10; HTR2A ag: -3; NOD2 RIPK2 PPI: -4; ABCB6 inh 2: 94

How did COCCN1C(=O)CSCC1(C)C(=O)NCc1ccccc1 (centres undefined) do in these assays?
NCOA2 inhibitor: 7; ABHD5-PLIN5 inh: -6; HTR2A ag: 1; NOD2 RIPK2 PPI: -15

How did C=CCN1C(=O)c2ccc(C(=O)N3CCC(C(=O)OCC)CC3)cc2C1=O do in these assays?
Cardio protect: 4; TLR9-MyD88 block: 2; MC4R ag barr: -3.0; NCOA2 inhibitor: 3; Glyco luc inh: 1; ABHD5-PLIN5 inh: -3; MC4R antagonist: 17; HTR2A ag: 8; NOD2 RIPK2 PPI: -10; ABCB6 inh 2: 98

How did COc1ccc(C(=O)C2CCCN(C3Cc4ccccc4C3)C2)c(OC)c1 (centres undefined) do in these assays?
Cardio protect: 6; TLR9-MyD88 block: -2; MC4R ag barr: -0.3; NCOA2 inhibitor: 1; Glyco luc inh: -6; ABHD5-PLIN5 inh: -1; MC4R antagonist: 13; HTR2A ag: -8; NOD2 RIPK2 PPI: 4; ABCB6 inh 2: 96

How did CCCCN(C(=O)c1cc2ccccc2o1)c1c(N)n(CC(C)C)c(=O)[nH]c1=O do in these assays?
Cardio protect: 1; TLR9-MyD88 block: 6; MC4R ag barr: 2.6; NCOA2 inhibitor: -6; Glyco luc inh: -2; ABHD5-PLIN5 inh: -4; MC4R antagonist: 17; HTR2A ag: -3; NOD2 RIPK2 PPI: -3; ABCB6 inh 2: 102

Results for CCOc1ccc(/C=C2\CCC(C3CCCC3)C2=O)cc1OC (centres undefined) ?
Cardio protect: -6; TLR9-MyD88 block: -7; MC4R ag barr: 0.0; NCOA2 inhibitor: -23; Glyco luc inh: 0; ABHD5-PLIN5 inh: 3; MC4R antagonist: 7; HTR2A ag: -2; NOD2 RIPK2 PPI: -3; ABCB6 inh 2: 93

How did FC(F)Oc1ccc(NC(=S)NCCc2ccccn2)cc1 do in these assays?
Cardio protect: 6; TLR9-MyD88 block: -11; MC4R ag barr: -2.2; NCOA2 inhibitor: -34; Glyco luc inh: 0; ABHD5-PLIN5 inh: -7; MC4R antagonist: 4; HTR2A ag: -1; NOD2 RIPK2 PPI: -10; ABCB6 inh 2: 100

How did COC(=O)c1ccccc1NC(=O)c1noc2c1CC(C(C)(C)C)CC2 (centres undefined) do in these assays?
Cardio protect: 0; TLR9-MyD88 block: 12; MC4R ag barr: 3.4; NCOA2 inhibitor: -9; Glyco luc inh: 1; ABHD5-PLIN5 inh: 2; MC4R antagonist: 9; HTR2A ag: 1; NOD2 RIPK2 PPI: 6; ABCB6 inh 2: 69*

Results for O=C(OCc1ccc(F)cc1Cl)c1ccccn1 ?
Cardio protect: 2; TLR9-MyD88 block: 6; MC4R ag barr: 1.1; NCOA2 inhibitor: -4; Glyco luc inh: 3; ABHD5-PLIN5 inh: 5; MC4R antagonist: 15; HTR2A ag: -1; NOD2 RIPK2 PPI: -1; ABCB6 inh 2: 95

How did O=C(Nn1c(-c2ccccc2)nc2ccccc2c1=O)c1ccc([N+](=O)[O-])cc1 do in these assays?
Cardio protect: -2; TLR9-MyD88 block: 4; MC4R ag barr: 0.0; NCOA2 inhibitor: -38; Glyco luc inh: 2; ABHD5-PLIN5 inh: 0; MC4R antagonist: 5; HTR2A ag: 3; NOD2 RIPK2 PPI: 1; ABCB6 inh 2: 90

What do the screens show for `CCc1c(C)sc(NC(=O)CSc2nc3c(c(C(F)(F)F)n2)CCc2ccccc2-3)c1C#N`?
Cardio protect: -2; TLR9-MyD88 block: -1; MC4R ag barr: 0.6; NCOA2 inhibitor: 5; Glyco luc inh: 1; ABHD5-PLIN5 inh: 7; MC4R antagonist: 11; HTR2A ag: 0; NOD2 RIPK2 PPI: -10; ABCB6 inh 2: 97

Results for Cc1cc(=O)oc2c3c(cc(OCC(=O)NCCC(=O)O)c12)OC(C)(C)CC3 ?
Cardio protect: 0; TLR9-MyD88 block: -15; MC4R ag barr: -0.3; NCOA2 inhibitor: 5; Glyco luc inh: 2; ABHD5-PLIN5 inh: -11; MC4R antagonist: 5; HTR2A ag: 10; NOD2 RIPK2 PPI: -5; ABCB6 inh 2: 97

Results for COc1ccc(C(=O)Nc2ccc3nc(N4CCN(C)CC4)cc(C)c3c2)c(OC)c1 ?
Cardio protect: 19; TLR9-MyD88 block: -4; MC4R ag barr: 0.1; NCOA2 inhibitor: -29; Glyco luc inh: -4; ABHD5-PLIN5 inh: 3; MC4R antagonist: -9; HTR2A ag: -8; NOD2 RIPK2 PPI: 5; ABCB6 inh 2: 96

What do the screens show for `CCCCn1c2c(c3ccccc31)CCc1nonc1-2`?
Cardio protect: -13; TLR9-MyD88 block: -2; MC4R ag barr: 1.6; NCOA2 inhibitor: -21; Glyco luc inh: -1; ABHD5-PLIN5 inh: -6; MC4R antagonist: 11; HTR2A ag: 3; NOD2 RIPK2 PPI: 2; ABCB6 inh 2: 105

How did Cc1c(NC(=O)c2ccc(CN3CCc4ccccc4C3)cc2)c(=O)n(-c2ccccc2)n1C do in these assays?
Cardio protect: 4; TLR9-MyD88 block: 10; MC4R ag barr: 0.1; NCOA2 inhibitor: 14; Glyco luc inh: 0; ABHD5-PLIN5 inh: 0; MC4R antagonist: 3; HTR2A ag: -4; NOD2 RIPK2 PPI: -1; ABCB6 inh 2: 92

How did CCOC(=O)CNC(=O)CSc1ccc2nnc(-c3ccc(F)cc3)n2n1 do in these assays?
Cardio protect: 13; TLR9-MyD88 block: 5; MC4R ag barr: -1.1; NCOA2 inhibitor: -30; Glyco luc inh: 1; ABHD5-PLIN5 inh: -2; MC4R antagonist: 1; HTR2A ag: 2; NOD2 RIPK2 PPI: 0; ABCB6 inh 2: 94

Results for O=[N+]([O-])c1cccc(CN2CCC(Cc3ccccc3)CC2)c1 ?
Cardio protect: 1; TLR9-MyD88 block: -8; MC4R ag barr: 4.5; NCOA2 inhibitor: 17; Glyco luc inh: -2; ABHD5-PLIN5 inh: -6; MC4R antagonist: 14; HTR2A ag: -5; NOD2 RIPK2 PPI: -7; ABCB6 inh 2: 98

How did O=C(O)c1cccc(NC(=O)c2cn(-c3ccccc3)nc2-c2ccncc2)c1 do in these assays?
TLR9-MyD88 block: -4; MC4R ag barr: 0.4; NCOA2 inhibitor: 22; Glyco luc inh: -1; ABHD5-PLIN5 inh: -4; MC4R antagonist: 9; HTR2A ag: 6; NOD2 RIPK2 PPI: -10; ABCB6 inh 2: 97

What do the screens show for `O=S(=O)(c1ccc(Cl)s1)N1CCN(c2ncccn2)CC1`?
Cardio protect: 5; TLR9-MyD88 block: -7; MC4R ag barr: -0.9; NCOA2 inhibitor: -2; Glyco luc inh: 0; ABHD5-PLIN5 inh: 10; MC4R antagonist: 10; HTR2A ag: -2; NOD2 RIPK2 PPI: -4; ABCB6 inh 2: 98

The list goes on (3 carried over from the part before).
Results for O=[N+]([O-])c1cccc(CN2CCC(Cc3ccccc3)CC2)c1 ?
Cardio protect: 1; TLR9-MyD88 block: -8; MC4R ag barr: 4.5; NCOA2 inhibitor: 17; Glyco luc inh: -2; ABHD5-PLIN5 inh: -6; MC4R antagonist: 14; HTR2A ag: -5; NOD2 RIPK2 PPI: -7; ABCB6 inh 2: 98

How did O=C(O)c1cccc(NC(=O)c2cn(-c3ccccc3)nc2-c2ccncc2)c1 do in these assays?
TLR9-MyD88 block: -4; MC4R ag barr: 0.4; NCOA2 inhibitor: 22; Glyco luc inh: -1; ABHD5-PLIN5 inh: -4; MC4R antagonist: 9; HTR2A ag: 6; NOD2 RIPK2 PPI: -10; ABCB6 inh 2: 97

What do the screens show for `O=S(=O)(c1ccc(Cl)s1)N1CCN(c2ncccn2)CC1`?
Cardio protect: 5; TLR9-MyD88 block: -7; MC4R ag barr: -0.9; NCOA2 inhibitor: -2; Glyco luc inh: 0; ABHD5-PLIN5 inh: 10; MC4R antagonist: 10; HTR2A ag: -2; NOD2 RIPK2 PPI: -4; ABCB6 inh 2: 98

Results for Cc1ccc2c(c1)N(CC(=O)Nc1c(C)cccc1C)C(=O)c1cccnc1O2 ?
Cardio protect: -1; TLR9-MyD88 block: 0; MC4R ag barr: -0.4; NCOA2 inhibitor: -16; Glyco luc inh: 0; ABHD5-PLIN5 inh: 0; MC4R antagonist: 8; HTR2A ag: 5; NOD2 RIPK2 PPI: -11; ABCB6 inh 2: 103

Results for CCC(=O)c1c[nH]c(C(=O)N2CCOCC2)c1 ?
Cardio protect: -3; TLR9-MyD88 block: 5; MC4R ag barr: 0.3; NCOA2 inhibitor: 15; Glyco luc inh: 2; ABHD5-PLIN5 inh: -5; MC4R antagonist: -5; HTR2A ag: 12; NOD2 RIPK2 PPI: -9; ABCB6 inh 2: 106

How did CCCNC(=O)c1nc(C)n(-c2cc(Cl)cc(Cl)c2)n1 do in these assays?
Cardio protect: -2; TLR9-MyD88 block: 8; MC4R ag barr: -1.7; NCOA2 inhibitor: -8; Glyco luc inh: -1; ABHD5-PLIN5 inh: -1; MC4R antagonist: 15; HTR2A ag: 0; NOD2 RIPK2 PPI: -11; ABCB6 inh 2: 106

How did CCN(CC(=O)Nc1ccc(NC(C)=O)cc1)C(=O)Cc1ccc(Cl)c(Cl)c1 do in these assays?
Cardio protect: -2; TLR9-MyD88 block: -10; MC4R ag barr: -0.7; NCOA2 inhibitor: -6; Glyco luc inh: -2; ABHD5-PLIN5 inh: 4; MC4R antagonist: 10; HTR2A ag: 3; NOD2 RIPK2 PPI: 9; ABCB6 inh 2: 103

How did COc1ccc(CN(CCC(c2ccccc2)C2CCOC(C)(C)C2)C(C)=O)cc1 (centres undefined) do in these assays?
Cardio protect: 23; TLR9-MyD88 block: -3; MC4R ag barr: 2.4; NCOA2 inhibitor: 17; Glyco luc inh: -1; ABHD5-PLIN5 inh: 2; MC4R antagonist: 7; HTR2A ag: -4; NOD2 RIPK2 PPI: 7; ABCB6 inh 2: 97

What do the screens show for `Cc1ccc(CCN2CC(C(=O)NC3CCCC3)CC2=O)cc1` (centres undefined)?
Cardio protect: 6; TLR9-MyD88 block: 7; MC4R ag barr: -0.6; NCOA2 inhibitor: 3; Glyco luc inh: -1; ABHD5-PLIN5 inh: 4; MC4R antagonist: 0; HTR2A ag: 3; NOD2 RIPK2 PPI: -1; ABCB6 inh 2: 101
